CSN inh – inhibitors of human CSN-mediated cullin deneddylation. AID 651999. hit rate 0.38% among 360,000. Purified CSN, SCF-Nedd8-OG deneddylation, fluorescence polarization. inhibition, % at 12.5 µM;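 active means pattern-corrected inhibition above about 35%, with an unprinted fluorescence ratio check between 0.5 and 1.5, limit read from the data, passing the limit was not always enough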;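 further: 0% = enzyme with substrate and 100% = substrate without enzyme; some results filed as inactive read as strong as hits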
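Schedule: reaction 90 min, room temperature / Assay system: HEK293T-derived human Csn5 enzyme / Input: Csn5 at 0.24 nM final / Measure: inhibition of Csn5 cleavage, % / Control set: substrate-only high control, full reaction low control / Technique: fluorescence polarization of the substrate / Buffer or medium: Tris/NaCl/DTT buffer, pH 7.5 / Reagent: SCFSkp2-Nedd8OG substrate at 10 nM final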
NadD block – inhibitors of Staphylococcus aureus NadD; purified NadD enzyme, colorimetric absorbance read-out; inhibition, % at 20 µM; hit rate 0.78% among 360,000; in the data active means inhibition above about 26%; further: some compounds past the cut are filed as inactive
FAS-TE inh – blocks the thioesterase domain of human fatty acid synthase; AID 602261; hit rate 0.67% among 360,000; inhibition, % at 15 µM; recombinant FAS-TE, OMFH fluorogenic substrate, fluorescence endpoint;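 active means compounds whose normalised, plate-corrected inhibition of enzyme fluorescence in the single-dose primary screen is 50% or more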;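 further: 0% = DMSO with enzyme and 100% = substrate without enzyme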
Target sequence (P49327 whole entry, looked up, the tested form may be a part): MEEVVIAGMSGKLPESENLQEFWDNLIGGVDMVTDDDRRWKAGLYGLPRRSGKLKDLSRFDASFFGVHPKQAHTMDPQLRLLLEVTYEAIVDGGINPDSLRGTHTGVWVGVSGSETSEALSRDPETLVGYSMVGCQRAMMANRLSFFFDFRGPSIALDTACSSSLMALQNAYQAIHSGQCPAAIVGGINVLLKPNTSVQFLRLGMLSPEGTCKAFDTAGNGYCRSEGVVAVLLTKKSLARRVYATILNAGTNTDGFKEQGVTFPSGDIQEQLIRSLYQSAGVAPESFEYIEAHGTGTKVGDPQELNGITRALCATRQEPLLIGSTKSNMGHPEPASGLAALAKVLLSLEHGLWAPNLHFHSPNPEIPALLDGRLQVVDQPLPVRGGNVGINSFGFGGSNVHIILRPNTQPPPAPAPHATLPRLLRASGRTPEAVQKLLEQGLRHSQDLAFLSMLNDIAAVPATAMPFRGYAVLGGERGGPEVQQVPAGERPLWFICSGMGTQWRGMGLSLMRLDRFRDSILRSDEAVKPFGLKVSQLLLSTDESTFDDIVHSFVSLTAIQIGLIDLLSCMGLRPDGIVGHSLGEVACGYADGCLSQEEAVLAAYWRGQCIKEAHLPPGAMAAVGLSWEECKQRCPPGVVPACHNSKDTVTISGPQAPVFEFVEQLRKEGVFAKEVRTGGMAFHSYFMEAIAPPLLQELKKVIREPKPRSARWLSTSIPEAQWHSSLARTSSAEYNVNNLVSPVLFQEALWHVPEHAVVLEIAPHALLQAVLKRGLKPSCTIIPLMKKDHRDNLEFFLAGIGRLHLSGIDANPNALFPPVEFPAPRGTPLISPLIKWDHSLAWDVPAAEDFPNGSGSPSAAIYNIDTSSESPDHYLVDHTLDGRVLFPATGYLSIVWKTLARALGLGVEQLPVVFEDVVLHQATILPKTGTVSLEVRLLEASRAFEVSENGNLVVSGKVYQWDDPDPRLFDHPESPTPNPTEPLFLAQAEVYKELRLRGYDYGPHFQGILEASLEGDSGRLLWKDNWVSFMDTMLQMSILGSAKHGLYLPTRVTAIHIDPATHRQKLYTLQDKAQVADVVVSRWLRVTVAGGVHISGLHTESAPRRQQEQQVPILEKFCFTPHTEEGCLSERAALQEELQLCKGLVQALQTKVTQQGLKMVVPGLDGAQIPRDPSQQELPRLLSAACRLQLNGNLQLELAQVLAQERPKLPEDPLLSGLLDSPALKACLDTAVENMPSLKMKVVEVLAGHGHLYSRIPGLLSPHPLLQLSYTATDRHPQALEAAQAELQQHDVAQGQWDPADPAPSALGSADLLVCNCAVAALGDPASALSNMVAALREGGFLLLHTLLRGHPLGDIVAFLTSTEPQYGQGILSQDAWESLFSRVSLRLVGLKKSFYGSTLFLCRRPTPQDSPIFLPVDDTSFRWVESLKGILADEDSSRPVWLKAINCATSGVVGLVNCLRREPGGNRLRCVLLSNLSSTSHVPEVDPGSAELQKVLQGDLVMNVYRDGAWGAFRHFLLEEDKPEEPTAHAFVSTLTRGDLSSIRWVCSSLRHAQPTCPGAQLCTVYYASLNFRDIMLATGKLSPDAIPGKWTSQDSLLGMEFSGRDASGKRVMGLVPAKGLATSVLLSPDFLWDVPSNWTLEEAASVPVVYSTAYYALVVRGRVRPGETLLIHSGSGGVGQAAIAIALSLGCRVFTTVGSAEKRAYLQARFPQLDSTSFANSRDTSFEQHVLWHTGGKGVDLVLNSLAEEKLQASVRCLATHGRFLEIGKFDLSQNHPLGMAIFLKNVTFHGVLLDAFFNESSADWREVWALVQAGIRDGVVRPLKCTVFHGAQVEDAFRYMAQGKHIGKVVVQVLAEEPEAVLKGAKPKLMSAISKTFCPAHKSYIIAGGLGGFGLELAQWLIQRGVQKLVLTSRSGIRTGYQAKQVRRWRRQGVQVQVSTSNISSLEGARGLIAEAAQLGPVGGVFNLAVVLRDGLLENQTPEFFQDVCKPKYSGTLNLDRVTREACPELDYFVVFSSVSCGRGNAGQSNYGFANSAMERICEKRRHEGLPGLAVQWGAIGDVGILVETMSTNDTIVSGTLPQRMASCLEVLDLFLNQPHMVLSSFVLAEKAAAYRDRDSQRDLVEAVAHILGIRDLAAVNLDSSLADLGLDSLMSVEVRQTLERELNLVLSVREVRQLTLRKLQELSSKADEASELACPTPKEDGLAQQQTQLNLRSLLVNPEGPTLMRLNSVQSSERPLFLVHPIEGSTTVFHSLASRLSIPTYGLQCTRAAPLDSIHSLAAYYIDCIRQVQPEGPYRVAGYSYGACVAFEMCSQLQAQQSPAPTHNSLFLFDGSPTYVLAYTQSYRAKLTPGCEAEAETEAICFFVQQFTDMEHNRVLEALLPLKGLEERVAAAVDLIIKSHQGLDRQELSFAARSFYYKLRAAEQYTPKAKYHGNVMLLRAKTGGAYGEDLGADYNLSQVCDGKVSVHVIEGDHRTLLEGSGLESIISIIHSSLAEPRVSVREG
Rpn11 inh – Rpn11 (human) deubiquitinase inhibition; human 26S proteasome, Ub4-pepOG fluorescence polarization; 20S core pre-blocked with epoxomicin; hit rate 0.59% among 360,000; calls only at 20 µM;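 active means inhibition at 20 µM, scaled to each plate's controls, above about 33%, limit read from the data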
SKN-1 inh – C. elegans SKN-1 inhibition; C. elegans VP596 Pgst-4::GFP/RFP ratio, acrylamide-induced, 24 h; inhibition, % at 21.8 µM; hit rate 0.49% among 360,000;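 active means interference check ratio from 0.5 to 1.5 plus GFP to RFP signal ratio inhibition reaching or exceeding a fixed threshold, cut at about 30% in these data, passing the limit was not always enough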; further: some compounds called inactive have numbers as strong as hits
Rin1-Abl PPI inh – inhibitors of human Rin1-Abl protein interaction. P00519+Q13671. TR-FRET Rin1/Abl binding, biochemical. inhibition, % at 7.35 µM. hit rate 0.4% among 360,000. AID 588664; in the data active means inhibition above about 5%, passing the limit was not always enough
MT1-MMP act inh – inhibitors of human MT1-MMP activation; P50281; HT1080 RFP-PRO-GFP cells, GFP/RFP ratio fluorescence, overnight; percent of plate control window, DMSO zero; GFP/RFP ratio change, % at 20 µM; hit rate 0.061% among 360,000;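 active means GFP/RFP ratio change of at least 30% with cell ATP level not reduced by more than half and red fluorescence within 50% of control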; further: strong numbers were not always called active
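Material – HT1080 RFP-PRO-GFP cells · Control set – DMSO wells and RFP-L50D-GFP cells · Incubation – overnight cell settling, then overnight compound exposure, 37 °C, 5% CO2 · Compound dosing – single-point 20 µM compound, 1% DMSO · Read-out – GFP/RFP fluorescence ratio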
MLLE-PAM2 inh – inhibitors of microRNA-mediated deadenylation, human PABP1 MLLE binding; GST-MLLE / FITC-PAM2 fluorescence polarization; hit rate 0.36% among 360,000; AID 588489; inhibition, % at 20 µM; in the data active means inhibition above about 35%, passing the limit was not always enough;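 further: plate controls were DMSO wells with GST-MLLE for no effect and wells lacking GST-MLLE protein for full effect; some results filed as inactive read as strong as hits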
Neddyl block – cullin neddylation inhibition | calls only at 25 µM | hit rate 0.58% among 360,000 | TR-FRET cullin neddylation, biochemical; in the data active means inhibition above about 36%
An asterisk follows results filed as active. Hits appear at their usual frequency; overall some 3.9% were active at least once.

How did O=C(O)c1cc(-c2ccc(O)cc2)on1 do in these assays?
CSN inh: 2; NadD block: -5; FAS-TE inh: -6; Rpn11 inh: inactive; SKN-1 inh: -3; Rin1-Abl PPI inh: 1; MT1-MMP act inh: -2; MLLE-PAM2 inh: -7; Neddyl block: inactive

How did Cc1cccc(-c2ccc(O)cc2CN2CCN(c3ncc(Cc4ccccc4)cn3)CC2)c1 do in these assays?
CSN inh: 0; SKN-1 inh: 13; MT1-MMP act inh: -1; Neddyl block: inactive

How did CCOc1ccc(S(=O)(=O)Nc2cc(OC)ccc2OC)cc1 do in these assays?
CSN inh: 1; NadD block: -1; FAS-TE inh: 5; Rpn11 inh: inactive; SKN-1 inh: -3; Rin1-Abl PPI inh: 1; MT1-MMP act inh: 14; MLLE-PAM2 inh: -15; Neddyl block: inactive

What do the screens show for `CC1(COS(N)(=O)=O)CCCCC1`?
CSN inh: 2; NadD block: -1; FAS-TE inh: -13; Rpn11 inh: inactive; SKN-1 inh: -3; Rin1-Abl PPI inh: 2; MT1-MMP act inh: 1; MLLE-PAM2 inh: -5; Neddyl block: inactive

How did Cc1ccc(C2CN(C)C3(C(=O)Nc4ccccc43)C23COc2ccccc2C3=O)cc1 (stereo not given) do in these assays?
CSN inh: 0; NadD block: 5; FAS-TE inh: 26; Rpn11 inh: inactive; SKN-1 inh: -18; Rin1-Abl PPI inh: 3; MT1-MMP act inh: -13; MLLE-PAM2 inh: 3; Neddyl block: inactive

Results for CC(Oc1ccc(Br)cc1)C(=O)N1CCC(C(N)=O)CC1 (stereo not given) ?
CSN inh: -7; NadD block: -4; FAS-TE inh: -7; Rpn11 inh: inactive; SKN-1 inh: -11; Rin1-Abl PPI inh: 6; MT1-MMP act inh: 1; MLLE-PAM2 inh: -5; Neddyl block: inactive

Results for CC(C)NC(=O)c1ccc(-n2nc(C(F)(F)F)c3c2CCCC3)cc1 ?
CSN inh: -4; NadD block: -6; FAS-TE inh: -2; Rpn11 inh: inactive; SKN-1 inh: -4; Rin1-Abl PPI inh: -2; MT1-MMP act inh: 3; MLLE-PAM2 inh: -5; Neddyl block: inactive

How did NC(=O)c1ccsc1NC(=O)COC(=O)CNC(=O)c1cccc([N+](=O)[O-])c1 do in these assays?
CSN inh: -5; NadD block: -6; FAS-TE inh: 5; Rpn11 inh: inactive; SKN-1 inh: -16; Rin1-Abl PPI inh: 3; MT1-MMP act inh: 0; MLLE-PAM2 inh: -19; Neddyl block: inactive

What do the screens show for `CC(C)COC(=O)N1CCCC1C(=O)O` (stereo not given)?
CSN inh: -2; NadD block: -3; FAS-TE inh: -7; Rpn11 inh: inactive; SKN-1 inh: -5; Rin1-Abl PPI inh: 0; MT1-MMP act inh: -3; MLLE-PAM2 inh: -4; Neddyl block: inactive

How did C=CCc1c(C)nc(SCCC)[nH]c1=O do in these assays?
CSN inh: -1; NadD block: -1; FAS-TE inh: -8; Rpn11 inh: inactive; SKN-1 inh: -4; Rin1-Abl PPI inh: 7; MT1-MMP act inh: 3; MLLE-PAM2 inh: -6; Neddyl block: inactive

What do the screens show for `CNC(=O)c1[nH]cnc1C(=O)Nc1cccc(Cl)c1`?
CSN inh: -6; NadD block: -5; FAS-TE inh: -1; Rpn11 inh: inactive; SKN-1 inh: 15; Rin1-Abl PPI inh: -1; MT1-MMP act inh: 4; MLLE-PAM2 inh: 19; Neddyl block: inactive

How did COc1ccc(C)cc1NC(=O)c1cc(S(=O)(=O)N2CCC3(CC2)OCCO3)ccc1F do in these assays?
CSN inh: 2; NadD block: -2; FAS-TE inh: 21; Rpn11 inh: inactive; SKN-1 inh: 24; Rin1-Abl PPI inh: 0; MT1-MMP act inh: 3; MLLE-PAM2 inh: -4; Neddyl block: inactive

Results for CCOC(=O)CSc1nnc(-c2ccc(OC)cc2)n1CC ?
CSN inh: -5; NadD block: -2; FAS-TE inh: -6; Rpn11 inh: inactive; SKN-1 inh: -35; Rin1-Abl PPI inh: 2; MT1-MMP act inh: 1; MLLE-PAM2 inh: -3; Neddyl block: inactive

Results for O=C(NCCC1CCCCN1S(=O)(=O)c1ccccc1)C(=O)NCc1ccccc1 (stereo not given) ?
CSN inh: -3; NadD block: -7; FAS-TE inh: 4; Rpn11 inh: inactive; SKN-1 inh: 8; Rin1-Abl PPI inh: -2; MT1-MMP act inh: 12; MLLE-PAM2 inh: 8; Neddyl block: inactive

Results for Cc1ccc(N(C)C(=O)N2CCN(c3ccccn3)CC2)cc1 ?
CSN inh: 4; NadD block: 6; FAS-TE inh: -1; Rpn11 inh: inactive; SKN-1 inh: -17; Rin1-Abl PPI inh: 0; MT1-MMP act inh: 1; MLLE-PAM2 inh: -5; Neddyl block: inactive

Results for CCN(CC(=O)NC(C)C)C(=O)c1ccc(Cl)cc1 ?
CSN inh: 4; NadD block: -1; FAS-TE inh: -10; Rpn11 inh: inactive; SKN-1 inh: 8; Rin1-Abl PPI inh: 0; MT1-MMP act inh: 3; MLLE-PAM2 inh: 2; Neddyl block: inactive

How did Cc1cccc(/C=C/c2onc(C)c2S(=O)(=O)N2CCC(C(=O)N3CCCCC3)CC2)c1 do in these assays?
CSN inh: 3; NadD block: 6; FAS-TE inh: 20; Rpn11 inh: inactive; SKN-1 inh: 5; Rin1-Abl PPI inh: -1; MT1-MMP act inh: -8; MLLE-PAM2 inh: 6; Neddyl block: inactive

What do the screens show for `Cc1ccc(-c2ccc(CN3C(C)C(=O)N(Cc4cn(CCC5OCCO5)nn4)CCS3(=O)=O)cc2)cc1` (stereo not given)?
CSN inh: 1; NadD block: -5; FAS-TE inh: 3; Rpn11 inh: inactive; SKN-1 inh: 10; Rin1-Abl PPI inh: 0; MT1-MMP act inh: 3; MLLE-PAM2 inh: -11; Neddyl block: inactive

How did CCN(CC)C(=O)CSc1nnc([C@H](CCSC)NC(=O)OC(C)(C)C)o1 do in these assays?
CSN inh: -7; NadD block: -3; FAS-TE inh: -4; Rpn11 inh: inactive; SKN-1 inh: -4; Rin1-Abl PPI inh: 1; MT1-MMP act inh: -3; MLLE-PAM2 inh: 1; Neddyl block: inactive

How did Cc1c(C)n2c(SCC(=O)N3CCCC3)nnc2[nH]c1=O do in these assays?
CSN inh: -1; NadD block: -5; FAS-TE inh: -7; Rpn11 inh: inactive; SKN-1 inh: 5; Rin1-Abl PPI inh: -4; MT1-MMP act inh: 0; MLLE-PAM2 inh: 7; Neddyl block: inactive

Results for CC(C)C(=O)Nc1ccc(NC(=O)c2ccco2)cn1 ?
CSN inh: 2; NadD block: -2; FAS-TE inh: -2; Rpn11 inh: inactive; SKN-1 inh: 23; Rin1-Abl PPI inh: -3; MT1-MMP act inh: -1; MLLE-PAM2 inh: 11; Neddyl block: inactive

How did O=C(Nc1ccccc1)Nc1ncc([N+](=O)[O-])s1 do in these assays?
CSN inh: -4; NadD block: -1; FAS-TE inh: 1; Rpn11 inh: inactive; SKN-1 inh: -3; Rin1-Abl PPI inh: -4; MT1-MMP act inh: -7; MLLE-PAM2 inh: -22; Neddyl block: inactive

Results for O=C(COc1ccc([N+](=O)[O-])cc1)NC(C(=O)O)C(O)c1cccc([N+](=O)[O-])c1 (stereo not given) ?
CSN inh: 53*; NadD block: -2; FAS-TE inh: -1; Rpn11 inh: inactive; SKN-1 inh: 6; Rin1-Abl PPI inh: 0; MT1-MMP act inh: -2; MLLE-PAM2 inh: 8; Neddyl block: inactive

Results for COc1ccccc1CNC(=O)COC(=O)C1=COCCO1 ?
CSN inh: 2; NadD block: -1; FAS-TE inh: -1; Rpn11 inh: inactive; SKN-1 inh: 20; Rin1-Abl PPI inh: 1; MT1-MMP act inh: 0; MLLE-PAM2 inh: 12; Neddyl block: inactive

How did O=C(NCCCN1CCCC1)c1ccc2c(Cl)c3c(nc2c1)CCCC3 do in these assays?
CSN inh: 3; NadD block: -3; FAS-TE inh: -4; Rpn11 inh: inactive; SKN-1 inh: 2; Rin1-Abl PPI inh: -4; MT1-MMP act inh: 5; MLLE-PAM2 inh: -50; Neddyl block: inactive

Results for CC[N+](CC)(CC)CC(=O)Nc1c(C)cccc1C ?
CSN inh: -3; NadD block: 0; FAS-TE inh: -7; Rpn11 inh: inactive; SKN-1 inh: -3; Rin1-Abl PPI inh: -4; MT1-MMP act inh: 3; MLLE-PAM2 inh: 14; Neddyl block: inactive

What do the screens show for `Cc1ccc(C)c(NC(=O)CN2C(=O)NC(CCc3ccccc3)C2=O)c1` (stereo not given)?
CSN inh: 0; NadD block: -2; FAS-TE inh: -5; Rpn11 inh: inactive; SKN-1 inh: 17; Rin1-Abl PPI inh: -2; MT1-MMP act inh: 3; MLLE-PAM2 inh: -11; Neddyl block: inactive

How did CC1=CC(C)C2COC(c3ccc[n+](C)c3)C1C2C (stereo not given) do in these assays?
CSN inh: 4; NadD block: 8; FAS-TE inh: -11; Rpn11 inh: inactive; SKN-1 inh: -1; Rin1-Abl PPI inh: 1; MT1-MMP act inh: 0; MLLE-PAM2 inh: -139; Neddyl block: inactive

How did CSCCC(=O)Nc1ccc(C(C)=O)cc1 do in these assays?
CSN inh: -4; NadD block: 6; FAS-TE inh: -7; Rpn11 inh: inactive; SKN-1 inh: 1; Rin1-Abl PPI inh: 6; MT1-MMP act inh: 0; MLLE-PAM2 inh: -3; Neddyl block: inactive

How did CC(C)c1ccc(NC(=O)CN2C(=O)NC(Cc3c[nH]c4ccccc34)C2=O)cc1 (stereo not given) do in these assays?
CSN inh: -5; NadD block: 3; FAS-TE inh: 11; Rpn11 inh: inactive; SKN-1 inh: 2; Rin1-Abl PPI inh: 2; MT1-MMP act inh: 1; MLLE-PAM2 inh: 1; Neddyl block: inactive

What do the screens show for `CCOc1ccc(CN(C(=O)/C=C/c2ccco2)C2CCS(=O)(=O)C2)cc1` (stereo not given)?
CSN inh: 0; NadD block: 9; FAS-TE inh: -1; Rpn11 inh: inactive; SKN-1 inh: 3; Rin1-Abl PPI inh: 3; MT1-MMP act inh: -5; MLLE-PAM2 inh: -13; Neddyl block: inactive

What do the screens show for `COc1ccc(S(=O)(=O)Nc2cc([N+](=O)[O-])ccc2OC)cc1`?
CSN inh: -4; NadD block: -2; FAS-TE inh: 4; Rpn11 inh: inactive; SKN-1 inh: 3; Rin1-Abl PPI inh: 1; MT1-MMP act inh: -7; MLLE-PAM2 inh: -2; Neddyl block: inactive

Results for CCOC(=O)CC1C(=O)NCCN1S(=O)(=O)c1ccc(Cl)cc1Cl (stereo not given) ?
CSN inh: -1; NadD block: 2; FAS-TE inh: -5; Rpn11 inh: inactive; SKN-1 inh: -15; Rin1-Abl PPI inh: 3; MT1-MMP act inh: -3; MLLE-PAM2 inh: -10; Neddyl block: inactive

How did Cc1ccc(NC2=C(NCCO)C(=O)c3ccccc3C2=O)cc1 do in these assays?
CSN inh: -5; NadD block: 3; FAS-TE inh: 0; Rpn11 inh: inactive; SKN-1 inh: -22; Rin1-Abl PPI inh: -2; MT1-MMP act inh: -10; MLLE-PAM2 inh: 22; Neddyl block: inactive

What do the screens show for `CN(c1ccccc1)S(=O)(=O)c1ccc(C(=O)NCc2cccnc2)cc1`?
CSN inh: 1; NadD block: 0; FAS-TE inh: -1; Rpn11 inh: inactive; SKN-1 inh: 9; Rin1-Abl PPI inh: -5; MT1-MMP act inh: 1; MLLE-PAM2 inh: 2; Neddyl block: inactive
